# RXFP1 antagonist: qHTS Assay for Antagonists of the Relaxin Receptor RXFP1; Relaxin receptor 1 (Homo sapiens), Q9HBX9; HEK293-RXFP1, relaxin-stimulated cAMP HTRF, 30 min; active compounds read low; activity change, negative = inhibition, % at 57.5 µM; 0.59% of 350,000 active; AID 1259400, 2018;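 active = activity change of -60% or lower, but not beyond a set lower limit; inconclusive = change between -60% and -40%, or beyond the set limit; inactive = change above -40%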
# Target sequence (Q9HBX9 whole entry, looked up): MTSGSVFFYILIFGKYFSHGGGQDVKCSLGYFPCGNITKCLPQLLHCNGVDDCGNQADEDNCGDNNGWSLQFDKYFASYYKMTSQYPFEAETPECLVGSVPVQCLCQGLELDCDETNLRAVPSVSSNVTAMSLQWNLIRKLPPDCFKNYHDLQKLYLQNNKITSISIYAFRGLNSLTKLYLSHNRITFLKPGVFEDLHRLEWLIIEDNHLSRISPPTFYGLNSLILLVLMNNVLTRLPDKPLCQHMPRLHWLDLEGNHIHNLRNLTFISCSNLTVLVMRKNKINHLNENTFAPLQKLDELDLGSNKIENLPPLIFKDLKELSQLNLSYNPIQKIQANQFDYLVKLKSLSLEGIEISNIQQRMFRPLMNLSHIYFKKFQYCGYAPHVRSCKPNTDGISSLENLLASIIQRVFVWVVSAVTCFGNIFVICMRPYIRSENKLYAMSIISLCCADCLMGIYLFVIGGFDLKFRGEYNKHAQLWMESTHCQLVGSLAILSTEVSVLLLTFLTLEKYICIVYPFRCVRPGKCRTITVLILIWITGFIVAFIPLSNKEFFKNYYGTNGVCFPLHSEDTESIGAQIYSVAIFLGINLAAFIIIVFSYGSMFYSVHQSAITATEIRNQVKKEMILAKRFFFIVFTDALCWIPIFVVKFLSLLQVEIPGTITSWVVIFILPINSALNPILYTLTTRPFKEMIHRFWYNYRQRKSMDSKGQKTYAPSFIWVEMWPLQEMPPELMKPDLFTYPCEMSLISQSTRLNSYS
# Active calls of the source: *; u = inconclusive. % is set by controls: 0 for no effect and ±100 for the full control effect. Some of the compounds tested; count on the stated rates, not on these rows.
SMILES,RXFP1 antagonist
CCn1cc(CN2CCC(C(=O)Nc3ccc(Oc4ccccc4F)cc3)CC2)cn1,10
COC(=O)c1cccc2c1C(=O)c1cc([N+](=O)[O-])ccc1-2,7
O=C(COc1cccc(F)c1)Nc1nc(-c2ccccn2)cs1,9
O=C(C1CC(=O)N(c2ccc3c(c2)OCCO3)C1)N1CCN(S(=O)(=O)c2cccc(F)c2)CC1 (configuration not stated),3
Cc1cc(OCC(=O)OCC(=O)NCc2cccs2)ccc1Cl,-7
COc1cc(/C=C2\SC(=O)N(CCNC(=O)c3c(C)noc3C)C2=O)cc(OC)c1OC,-4
Cc1cc(NC(=O)c2cc3ccccc3o2)no1,-1
CCN1C(=N)N(c2ccccc2)C(=O)C(CC)(CC)C1=O,1
COc1ccccc1CN1CCN(S(=O)(=O)c2ccc(C)cc2)CC1,-2
CCOC(=O)Nc1c(Cl)[nH]c(=O)n(C)c1=O,-5
O=C1CCc2ccccc2O1,14
CCN(CC)CCNC(=O)c1ccc(NC(=O)c2ccc(-n3cncn3)c([N+](=O)[O-])c2)cc1,0
COc1cccc(NC(=O)COc2cccnc2[N+](=O)[O-])c1,2
COc1ccc(Cn2c(=O)oc3ccccc32)cc1,1
Cc1ccc2c(C)c(C(=O)NCC3CCOCC3)oc2c1C,4
CC(=O)Nc1ccc(S(=O)(=O)NN=Cc2ccc(Cl)c(Cl)c2)cc1,6
Clc1ccc(-c2nc3ccc(Cl)cn3c2Cc2ccccc2)cc1,4
CCN(CC)S(=O)(=O)c1ccc(N2CCOCC2)c(NC(=O)c2sccc2C)c1,-17
CC1=CC(=O)C(Sc2ccc(C)cc2)=CC1=O,-16
CCOC(=O)C1CCN(S(=O)(=O)c2ccc3c4c(cccc24)C(=O)N3CC)CC1,-5
CCOC(=O)Cn1c(CN(C)Cc2ccccc2)nc2c1c(=O)n(C)c(=O)n2C,0
C[C@H]1CN([C@@H](C)CO)C(=O)CCCn2nncc2CO[C@@H]1CN(C)C(=O)Nc1ccc2c(c1)OCO2,5
CCN(CC)CCOC(=O)c1ccc(N=CC2=C(O)CC(C)(C)CC2=O)cc1,-1
CN(CCN1CCOCC1)C(=O)c1cc(COc2ccc(F)cc2Cl)on1,2
O=C1c2ccccc2C(=O)N1N(c1ccccc1)c1ccccc1,-35

# Among those listed so far, two have a furan ring, fused or not.
SMILES,RXFP1 antagonist
Cc1cc(NC(=O)c2cc3ccccc3o2)no1,-1
Cc1ccc2c(C)c(C(=O)NCC3CCOCC3)oc2c1C,4

# The main list resumes with the 6 entries that preceded the break.
SMILES,RXFP1 antagonist
CCOC(=O)C1CCN(S(=O)(=O)c2ccc3c4c(cccc24)C(=O)N3CC)CC1,-5
CCOC(=O)Cn1c(CN(C)Cc2ccccc2)nc2c1c(=O)n(C)c(=O)n2C,0
C[C@H]1CN([C@@H](C)CO)C(=O)CCCn2nncc2CO[C@@H]1CN(C)C(=O)Nc1ccc2c(c1)OCO2,5
CCN(CC)CCOC(=O)c1ccc(N=CC2=C(O)CC(C)(C)CC2=O)cc1,-1
CN(CCN1CCOCC1)C(=O)c1cc(COc2ccc(F)cc2Cl)on1,2
O=C1c2ccccc2C(=O)N1N(c1ccccc1)c1ccccc1,-35
CC(C)[C@H](NS(=O)(=O)c1ccccc1)C(=O)Nc1ccccc1N1CCOCC1,-2
COc1ccc(CSC(=S)NNc2ccccc2)cc1,4
CC(NC(=O)c1ccc([N+](=O)[O-])o1)C1CC2CCC1C2 (configuration not stated),18
Cc1ccc(S(=O)(=O)N(CCC(=O)NCC(c2ccccc2)N(C)C)c2ccccc2)cc1 (configuration not stated),-4
C[C@@H]1CN([C@@H](C)CO)C(=O)CCCn2nncc2CO[C@@H]1CN(C)C(=O)c1cc(-c2ccccc2)on1,7
Cc1nn(CC(=O)N2CCN(C(=O)c3ccco3)CC2)c(C)c1[N+](=O)[O-],-5
Cc1cccc(C)c1NC(=O)CN1CCN(C(=O)CCC(=O)N2CCC(c3ccccc3)=N2)CC1,3
CCOc1ccccc1C=NN=Cc1ccccc1O,-12
Cc1[nH]c(=O)c(C#N)c(C)c1CSc1ncccn1,10
Cc1cccc(N=NC(=S)NNc2cccc(C)c2)c1,-11
O=C(Cn1cnc2ccccc2c1=O)NNC(=O)c1ccccc1F,-16
CN1C(=O)c2cccc3c(Br)ccc(c23)C1=O,2
Cc1ccc(NCc2nnc(SCC(=O)N3CCCCC3)n2CC2CCCO2)c(C)c1 (configuration not stated),-1
Cc1noc(C)c1COc1ccccc1C(=O)N1CCN(S(=O)(=O)c2ccccc2Br)CC1,-1
CCCc1cc(=O)n2[nH]c(C)c(-c3ccccc3OC)c2n1,0
Cc1ccc(NC2CCCN(C(=O)c3nonc3C)C2)cc1C (configuration not stated),0
COc1ccc([C@H]2C[C@@H](n3cc(C4CC4)nn3)[C@H](O)CN2C(=O)C2CCCCC2)cc1,10
O=S(=O)(Cc1ccccc1)NC1c2ccccc2Oc2ccccc21,-1
Cc1ccc(OCC(=O)OCC(=O)Nc2ccc3c(c2)OCO3)cc1C,-9
CCOc1ccccc1N(CC(=O)Nc1ccccc1Br)S(=O)(=O)c1ccccc1,2
COc1ccc(C(CNC(=O)c2ccc(C)c(S(=O)(=O)N3CCCCC3)c2)N2CCCC2)cc1 (configuration not stated),-7
Nc1[nH]c(=O)nc2snnc12,-12
N#CCCN(C(=O)COC(=O)CCC(=O)c1cccs1)c1ccccc1,5
CCc1nc(N)nc(N)c1-c1ccc(N(C)Cc2ccccc2)c([N+](=O)[O-])c1,-103*
CN(C)c1ccc(S(=O)(=O)NCC(=O)N2CCN(S(=O)(=O)c3cccc(F)c3)CC2)cc1[N+](=O)[O-],1

# Quoted from above for reference:
SMILES,RXFP1 antagonist
CCn1cc(CN2CCC(C(=O)Nc3ccc(Oc4ccccc4F)cc3)CC2)cn1,10
COC(=O)c1cccc2c1C(=O)c1cc([N+](=O)[O-])ccc1-2,7

# Additional results
SMILES,RXFP1 antagonist
NS(=O)(=O)c1cccc(NC(=O)CSc2nnc(-c3ccncc3)n2C2CC2)c1,9
Cn1cccc1C(=O)NC(=O)COC(=O)CCNS(=O)(=O)c1ccc(Cl)cc1,-1
Cc1ccc(S(=O)(=O)N2CCCC(C(=O)NCCc3ccc(Cl)cc3)C2)cc1 (configuration not stated),11
Cc1nc2c(cnn2CCO)c(=O)[nH]1,-12
CCCC1NC(=O)c2cccnc2-n2c1nc1ccc(C)cc1c2=O (configuration not stated),-6
O=C(/C=C/c1ccc(S(=O)(=O)N2CCOCC2)cc1)Nc1cc(F)ccc1F,-20
N#Cc1c(N)c(C(=O)c2ccccc2)n2ccccc12,0
Cc1ccc(CNC(=O)COC(=O)c2ccc(S(=O)(=O)N3CCOCC3)cc2)cc1,-4
Cc1onc(-c2ccccc2Cl)c1C(=O)N(Cc1ccc(N(C)C)cc1)C(C)C,7
Cc1ccc(S(=O)(=O)N2C[C@H]3C(=O)C[C@@H](c4ccc(Cl)cc4)N(S(=O)(=O)c4ccccc4C)[C@H]3C[C@H]2c2ccccc2)cc1,-7
COC(=O)c1c(NC2=NS(=O)(=O)c3ccccc32)sc2c1CCC(C(C)(C)C)C2 (configuration not stated),6
Cc1cc(C)cc(N(CCC#N)C(=O)CSc2nc3ccccc3c(=O)[nH]2)c1,-15
CC(C)CN(C(=O)CSc1nc2ccccc2[nH]1)C1CCS(=O)(=O)C1 (configuration not stated),4
CN(c1ccccc1)c1cc(Br)nc(Br)c1,-29
Cc1ccc(OCC(=O)N2CCCCC2C)c([N+](=O)[O-])n1 (configuration not stated),12
CCOC(=O)c1nc2cc3n(c(C)c-2c1C)C(C)C(CC)=C3C (configuration not stated),-14
Cc1ccc(NC(=O)c2cc(S(=O)(=O)N3CCOCC3)ccc2Cl)cc1S(=O)(=O)N1CCOCC1,1
Cc1ccc(S(=O)(=O)N2CCN(Cc3cccc(F)c3)CC2)cc1,-14
O=C(Nc1cccc(Cl)c1)OCCOC(=O)Nc1cccc(Cl)c1,-18
C[C@@H]1CN([C@@H](C)CO)C(=O)CCCn2cc(nn2)CO[C@H]1CN(C)S(=O)(=O)c1ccc2c(c1)OCCCO2,7
Cc1nc2n[nH]c(N)c2nc1C,-12
COCCN(C(=O)COC(=O)C12CC3CC(CC(C3)C1)C2)c1c(N)n(Cc2ccccc2)c(=O)[nH]c1=O,-9
CCOc1ncccc1C(=O)OCC(=O)Nc1ccc2c(c1)CCC2,-9
Cc1noc(C)c1C(=O)OC(C)C(=O)NC(C)c1ccc(Cl)cc1Cl (configuration not stated),-8
Cc1ccc(NS(=O)(=O)c2ccc(C(=O)NCc3ccc(S(N)(=O)=O)cc3)cc2)cc1,-8

# (listing goes on)
SMILES,RXFP1 antagonist
COc1ccc(CCN2CC(=O)NC(=O)C2)cc1OC,-1
COc1ccc(NC(=O)c2ccc(S(=O)(=O)N3CCCCC3)cc2)cc1OC,-3
CCCCCCn1c(=O)n2n(c1=O)[C@@H]1CN(S(=O)(=O)c3ccc(C)cc3)C[C@]1(O)[C@@H](OC(=O)Nc1cccs1)C2,-7
CN(CC(=O)Nc1cccc(F)c1)CC(=O)Nc1ccccc1-c1ccccc1,-14
Cc1cccc(S(=O)(=O)N(C)C[C@H]2OCc3cnnn3CCCC(=O)N([C@H](C)CO)C[C@@H]2C)c1,-28
CCOc1cccc(C2C(C(=O)c3ccc(C)o3)=C(O)C(=O)N2c2nnc(C)s2)c1 (configuration not stated),3
COc1cc(C2c3cc4c(cc3OC(C)(N3CCCC3)C2C)OCO4)cc(OC)c1OC (configuration not stated),-2
COc1ccc(C(CNS(=O)(=O)c2ccc(NC(C)=O)c(OC)c2)N2CCCCC2)cc1 (configuration not stated),-4
COc1ccc(CCNC(=O)COC(=O)C2CC2)cc1OC,-17
COc1ccc(C(=O)NCc2ccccc2C)cc1S(=O)(=O)NC1CCCC1,-8
CN(C)C(=S)N=c1ssc(=S)n1Cc1cccnc1,-9
C[C@@H]1CN([C@@H](C)CO)C(=O)c2cc(Br)cnc2O[C@H]1CN(C)C(=O)Cc1cccnc1,-6
Cc1[nH]c2ccccc2c1SCCN,7
COc1ccc2c(c1)/C(=C/c1cc(OC)c(OC)c(OC)c1)C(=O)N2,5
CC(CSC(=O)c1ccccc1)C(=O)N1C[C@@H](Sc2ccccc2)C[C@H]1C(=O)O (some centres not stated),-9
COc1ccc(Br)cc1/C=N/Nc1ccc(S(=O)(=O)Nc2ccccc2C(=O)O)cc1[N+](=O)[O-],u
CC1(C)CC(=O)C=C(c2n[nH]nc2C2CC2)C1,4
COc1ccc(CN(C(C)=O)c2cc(C)c([N+](=O)[O-])cc2OC)cc1OC,7
COc1ccc(N=C2SCC(=O)N2C)cc1,-7
O=[N+]([O-])c1ccc2c([N+](=O)[O-])ccc3c2c1CC3,-6
COc1cccc(C2CC(c3ccccc3Cl)Nc3ncnn32)c1 (configuration not stated),1
COc1ccc(Br)c(C=O)c1OS(=O)(=O)c1ccc(C)cc1,-19
O=S(=O)(c1ccccc1)C1Cc2ccccc2C1Cl (configuration not stated),-11
COC(=O)C1OCOC2C(C(=O)OC)OCOC12 (configuration not stated),11
Oc1c(Cl)cc(Oc2cc(Cl)c(O)c(CN3CCOCC3)c2)cc1CN1CCOCC1,-10

# (further entries)
SMILES,RXFP1 antagonist
C=CC(=O)N1C/C(=C/c2ccc(F)cc2)C(=O)/C(=C\c2ccc(F)cc2)C1,-80*
COC(=O)c1c(NC(=O)C2COc3ccccc3O2)sc2c1CCN(C(=O)OC)C2 (configuration not stated),-2
COc1ccc(Nc2nnc(SCC(=O)N(CC(C)C)C3CCS(=O)(=O)C3)s2)cc1 (configuration not stated),3
CC1CCCN(S(=O)(=O)c2cccc(C(=O)OCC(=O)N(C)Cc3c(F)cccc3Cl)c2)C1 (configuration not stated),-5
O=C(Nc1nccs1)OCc1ccccc1,-10
COc1ccc(-c2noc(CCC(=O)Nc3cccc(C(=O)NC4CC4)c3)n2)cc1OC,7
O=C(NNc1ccc([N+](=O)[O-])cn1)Nc1ccc(N=Nc2ccccc2)cc1,-34
O=C(CCC1CCN(C(=O)CC2=CCCCC2)CC1)NCc1ccc(F)cc1,-8
COc1cc2c[n+](C)c3c4ccccc4ccc3c2cc1OC,10
NS(=O)(=O)c1cccc(NC(=O)c2ccc(S(=O)(=O)N3CCCCCC3)cc2)c1,-9
O=C(Cn1nnc(-c2ccccc2)n1)NCC(=O)Nc1ccc(F)c(F)c1F,-2
CN(Cc1ccco1)C(=O)CSc1nn2c(=O)c(C(C)(C)C)nnc2s1,-5
COCCN(C(=O)c1ccc2c(c1)C(=O)N(c1ccccc1Cl)C2=O)c1c(N)n(CC(C)C)c(=O)[nH]c1=O,-8
CN(Cc1ccccc1)S(=O)(=O)c1ccc(Cl)c(C(=O)NCCCN2CCCC2=O)c1,-10
CCc1cc(-c2cnnn2Cc2ccc3ccccc3c2)ccc1-c1cn(CC(C)C)nn1,6
COc1ccc(OC)c(S(=O)(=O)N2CCCC(C(=O)NC3CC3)C2)c1 (configuration not stated),4
CC(=O)c1ccc(S(=O)(=O)N2CCN(C(C)C(=O)N(C)Cc3ccccc3)CC2)cc1 (configuration not stated),5
COC(=O)C[C@@H]1C[C@H]2c3cc(NC(=O)C4CCC4)ccc3O[C@H]2[C@@H](CO)O1,5
CCOc1cc(S(=O)(=O)NCc2ccccc2)c(OCC)cc1-n1cnnn1,7
O=C(Nc1ccc2ccccc2c1)c1ccccc1[N+](=O)[O-],10
C[C@@H]1CN([C@@H](C)CO)C(=O)CCCn2nncc2CO[C@H]1CN(C)Cc1cccc2c1OCCCO2,-3
O=C(CSc1nnc(-c2cccc(Br)c2)o1)N1CCNC1=O,1
COc1ccccc1S(=O)(=O)N(C)C[C@H]1OCc2cnnn2CCCC(=O)N([C@H](C)CO)C[C@H]1C,1
COc1cccc(CNc2nc3ccc(NC(C)=O)cc3s2)c1,-13
O=C1CC(=C2c3ccccc3-c3ccccc32)C(=O)N1CCN1CCN(c2ccccc2)CC1,-10

# From PubChem
